NOD1 NF-kB reporter: NOD1 signaling inhibitors, primary screen, cell-based, luminescence, uHTS (AID 1578); one-dose inhibition, % at 4 µM; EC50 in µM for titrated hits; 290,000 tested, 1% active; NOD1-driven NF-kB luciferase reporter cells, luminescence; higher % means a stronger effect; in the data active = inhibition mostly above about 36%, no sharp cut-off; inactive = mostly below about 34%;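 note: HEK-293T reporter cells stimulated with the NOD1 agonist gamma-tri-DAP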
KOR beta-arrestin-1: KOR agonists, beta-arrestin recruitment, primary screen, cell-based, luminescence, uHTS (AID 1777) | KOR beta-arrestin recruitment, luminescence; higher % means a stronger effect | activation, % at 10 µM, or EC50 in µM where a hit was titrated | 280,000 tested, 0.02% active; in the data active = activation above about 50%, passing the limit was not always enough; note: a part of the inactive calls stands beside numbers as strong as those of hits
KOR beta-arrestin-2: KOR antagonists, beta-arrestin recruitment, cell-based, luminescence, uHTS (AID 1778); KOR beta-arrestin recruitment, luminescence, antagonist mode; higher % means a stronger effect; inhibition, % at 10 µM, or IC50 in µM where a hit was titrated; 290,000 tested, 0.091% active; in the data active = inhibition above about 50%; note: strong numbers were not always called active
GPR55 beta-arrestin: GPR55 agonists via beta-arrestin recruitment, primary screen, imaging, U2OS cells, beta-arrestin-GFP redistribution (AID 1961). 290,000 tested, 0.048% active. G-protein coupled receptor 55 (Homo sapiens). one-dose activation, % at 10 µM; EC50 in µM for titrated hits. U2OS GPR55 beta-arrestin-GFP redistribution imaging; higher % means a stronger effect;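 active = activation above 40% with more than 50 cells counted in the well; inconclusive = wells holding fewer than 50 cells, flagged as toxic or sparse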;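 note: U2OS osteosarcoma cells stably expressing GPR55 and beta-arrestin-GFP; plate controls were DMSO negative control for no effect and LPI positive control for full effect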
HIV peptide binding: inhibitors of HIV fusion peptide binding, primary screen, biochemical, uHTS, fluorescence dequenching (AID 1986) | cell-free peptide binding, fluorescence dequenching, 30 min; higher % means a stronger effect | 290,000 tested, 0.3% active | inhibition, % at 20 µM, or IC50 in µM where a hit was titrated; in the data active = inhibition mostly above about 52%, no sharp cut-off; inactive = mostly below about 76%; note: some results filed as inactive read as strong as hits
Siah-1 displacement: Siah-1 peptide-binding antagonists, primary screen, biochemical, fluorescence polarization, rhodamine-plectin, uHTS (AID 1817); Siah-1 / rhodamine-plectin peptide fluorescence polarization; higher % means a stronger effect; displacement, % at 20 µM, or IC50 in µM where a hit was titrated; 290,000 tested, 0.02% active;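 active = displacement of at least 50% at 20 µM, with a fluorescence ratio check between 0.3 and a set limit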;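 note: plate controls were Siah plus tracer with DMSO for no effect and tracer alone without Siah for full effect; strong numbers were not always called active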
GPR55 antagonists: GPR55 antagonists blocking LPI-driven arrestin recruitment, primary screen, imaging, U2OS, beta-arrestin-GFP, LPI agonist (AID 2013). U2OS GPR55 beta-arrestin-GFP translocation imaging, LPI antagonism; higher % means a stronger effect. G-protein coupled receptor 55 (Homo sapiens). 290,000 tested, 0.13% active. one-dose inhibition, % at 10 µM; IC50 in µM for titrated hits;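 active = spots per cell inhibited over 60%, with over 100 cells counted and total cytoplasm intensity under 500,000; inconclusive = wells with under 100 cells, flagged as likely toxic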;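 note: U2OS cells stably carrying GPR55 and arrestin-GFP stimulated by 5 µM LPI near EC80; imaged beta-arrestin-GFP aggregate spots per cell after agonist stimulation; plate controls were LPI-stimulated DMSO wells for no effect and DMSO wells without LPI for full effect; some results filed as inactive read as strong as hits; confirmed hits need IC50 under 10 µM and bright autofluorescent wells are also inconclusive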
AID2073: inhibitors of Mint1-CaV2.2 protein interaction, biochemical, HTRF (AID 2073) | Voltage-dependent N-type calcium channel subunit alpha-1B (Homo sapiens) | HTRF protein-protein interaction, Mint1-CaV2.2; higher % means a stronger effect | inhibition, % at 20 µM, or IC50 in µM where a hit was titrated | 290,000 tested, 0.19% active; in the data active = inhibition mostly above about 51%, no sharp cut-off; inconclusive = no clear call, values can overlap the other calls; inactive = mostly below about 53%; note: some results filed as inactive read as strong as hits
GPR35 antagonists: GPR35 antagonists blocking zaprinast-driven arrestin recruitment, primary screen, imaging, U2OS, beta-arrestin-GFP, zaprinast agonist (AID 2058); G-protein coupled receptor 35 (Homo sapiens); inhibition, % at 10 µM, or IC50 in µM where a hit was titrated; U2OS GPR35 beta-arrestin-GFP translocation imaging, zaprinast antagonism; higher % means a stronger effect; 290,000 tested, 0.052% active;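 active = inhibition of at least 50% with at least 30 cells and total cytoplasm GFP at most 10,000,000; inconclusive = under 30 cells or total GFP of 10,000,000 plus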
Numbers without * were called inactive; u = inconclusive; x = no result given; [ ] = dose if it differs, or a comment.

Second line of a record: NOD1 NF-kB reporter, KOR beta-arrestin-1, KOR beta-arrestin-2, GPR55 beta-arrestin, HIV peptide binding, Siah-1 displacement, GPR55 antagonists, AID2073, GPR35 antagonists
- COc1ccc(S(=O)(=O)N2CCN(c3ccccc3)CC2)cc1C(=O)N1CCCC1
    -23%, -1.8%, 10%, 0.3%, 0.6%, 1%, 9%, 0%, -2%
- CC1CN(c2oc(-c3ccco3)nc2S(=O)(=O)c2ccccc2)CC(C)O1 (configuration not stated)
    -6%, -8.6%, -14%, -0.2%, 5.6%, 1%, 0%, 1%, 5%
- CC1CN(C(=O)C(c2ccccc2)c2ccccc2)CC(C)O1 (configuration not stated)
    -10%, -2.7%, -22%, -0.1%, 6.8%, 2%, 11%, 8%, -13%
- NC(=O)C1CCN(C(=O)Nc2csc3ccccc23)CC1
    -12%, -1.4%, -10%, 0.2%, 2.7%, 1%, 4%, -2%, 3%
- CC1Cc2ccccc2N1S(=O)(=O)c1cccc(C(=O)OCC(=O)NC2CCS(=O)(=O)C2)c1 (configuration not stated)
    -8%, 2.4%, -40%, 0.2%, 2.3%, -2%, -8%, -1%, -12%
- CCC1(CC)Cc2ccccc2C2=C(C(=O)N3CCCCC3)C(=O)C(=O)N21
    -35%, -1.5%, -8%, 0.2%, 0.2%, -2%, 3%, -1%, -9%
- COc1cccc(C2/C(=C(\O)c3ccc4c(c3)OCCO4)C(=O)C(=O)N2CC2CCCO2)c1 (configuration not stated)
    -12%, -1.3%, 10%, 0.2%, 0.8%, 13%, 12%, 1%, -2%
- Cc1ccccc1-n1c(Cn2c(=O)sc3ccccc32)nnc1SCC(=O)NCC1CCCO1 (configuration not stated)
    -2%, 2.8%, -13%, -0.1%, 6.0%, 2%, -4%, -4%, 15%
- COc1ccc(-c2cc(C(F)(F)F)n3nc(C(=O)N(C)Cc4ccccc4)cc3n2)cc1OC
    1%, 4.6%, -25%, 0.1%, -1.4%, -4%, -3%, 46%, -10%
- CC(=O)Nc1coc2ccc(Br)cc12
    26%, 8.2%, 0%, 0.2%, -1.6%, 1%, -3%, 12%, -5%
- CCOC(=O)c1c(C)[nH]c(C)c1C(=O)CSc1ncccn1
    -4%, -1.2%, -2%, 0.0%, -0.1%, 0%, 12%, -27%, 13%
- COc1ccc(Cn2c(=O)[nH]c3cc(OC)c(OC)cc3c2=O)cc1
    1%, 2.4%, -7%, -0.2%, -1.1%, -1%, -1%, 1%, 20%
- CCCCCCCOC(=O)c1ccc(OC(=O)c2cccnc2)cc1
    6%, 0.9%, -12%, 0.0%, -0.8%, -2%, 27%, -3%, 12%
- COc1cc(C=O)ccc1OCCCCOc1ccccc1[N+](=O)[O-]
    -4%, 2.0%, -31%, 1.1%, -0.2%, -1%, 0%, -3%, -20%
- CC1(c2ccc3ccccc3c2)NC(=O)N(CC(=O)N2CCN(c3ccccc3O)CC2)C1=O (configuration not stated)
    -37%, 0.8%, -10%, -0.1%, 0.7%, 0%, -9%, 9%, -3%
- O=C(CCC(=O)N1CCOc2ccccc21)NCCCc1ccccc1
    -16%, -4.3%, -6%[20 µM], 0.0%, -0.3%, -3%, -11%, 7%, -7%
- Cc1cccc(CC(=O)NCCN2CCCCC2)c1
    -5%, -1.7%, -9%, 0.4%, -0.9%, 6%, -3%, -7%, 0%
- CN(Cc1ccon1)C(=O)CCc1nnc(CCCCc2ccccc2)o1
    -41%, -0.4%, 6%, -0.2%, 2.4%, 3%, 10%, 3%, 0%
- O=S(=O)(/N=C(\c1ccc(Cl)cc1)N1CCOCC1)c1ccccc1
    -18%, 2.2%, 12%, -0.6%, -1.3%, 0%, 9%, 4%, -9%
- O=C(NCCCN1CCOCC1)c1ccc(Br)cc1Br
    -7%, -2.1%, -20%[20 µM], -0.1%, -0.1%, 0%, 2%, -1%, -2%
- O=C(Nc1ccccc1)/C(=C/c1ccccc1)NC(=O)c1ccco1
    -41%, 2.4%, 24%, 0.2%, 2.8%, 2%, -3%, 2%, 8%
- C[n+]1ccc(/C=N/Nc2nc(Cl)c(C#N)c(Cl)c2Cl)cc1
    -25%, x, 35%[20 µM], -0.1%, 0.1%, 2%, 7%, -10%, -10%
- COCCCn1c(=O)c2sccc2n2c(CCCC(=O)NCc3ccccc3)nnc12
    -5%, -8.8%, -15%, -0.1%, -1.0%, 5%, 18%, 18%, -28%
- CC(C)C(=O)Nc1ccccc1C(=O)N/N=C/c1ccc([N+](=O)[O-])cc1
    39%, -2.8%, 22%, -0.1%, -4.5%, 5%, 9%, 15%, 8%
- Cc1nc(-c2ccccc2)nc2[nH]ccc(=O)c12
    -60%, 2.0%, -19%, 0.7%, -0.2%, 2%, 19%, -8%, 22%
- O=[n+]1cc(-c2cccc3ccccc23)n([O-])c2c1CCC2
    8%, 12%, -45%, 0.3%, 1.2%, 4%, 13%, 2%, -17%
- COc1cccc(NC(=O)N2CCCC2C(=O)Nc2ccc3c(c2)OCO3)c1 (configuration not stated)
    -28%, 1.3%, 30%, -0.1%, 17%, 4%, 10%, 0%, -8%
- COC(=O)CC(CP(=O)(O)CN(C)C=O)C(=O)OC (configuration not stated)
    -5%, -0.7%, 1%, 0.4%, 1.2%, 13%, 15%, 10%, -13%
- Cc1cc(=O)oc(C)c1C(=O)Nc1c(C)n(C)n(-c2ccccc2)c1=O
    11%, -1.0%, 12%, -0.1%, -1.7%, 4%, 10%, -3%, 4%
- COC(=O)c1[nH]c2cc(C)ccc2c1NC(=O)CN1CCN(c2ccccc2OC)CC1
    -24%, -0.4%, -11%, -0.3%, -2.6%, 3%, 4%, -4%, -12%
- COc1ccc(CCN2CCCn3c2nc2c3c(=O)n(CC(N)=O)c(=O)n2C)cc1OC
    -12%, -0.4%, -5%, -0.1%, -0.5%, -2%, 0%, -6%, -15%
- O=C(OC(C(=O)NC1CCCC1)c1ccccc1F)c1ccco1 (configuration not stated)
    -12%, 3.8%, -29%, -0.2%, 1.8%, -2%, -4%, 14%, -7%
- COc1cc(/C=N/NC(=O)C(C)Nc2n[nH]c(=O)[nH]c2=O)cc(OC)c1O (configuration not stated)
    4%, 1.7%, -2%, 0.2%, 3.4%, -1%, 5%, 9%, -7%
- O=C(O)c1ccc(NS(=O)(=O)c2ccc(Cl)c(C(=O)Nc3ccccc3)c2)cc1
    44%, 5.0%, -62%[20 µM], 0.3%, 0.3%, -6%, -1%, 9%, -4%
- c1csc(Cc2nn3c(-c4ccncc4)nnc3s2)c1
    x, -2.9%, -15%, 0.2%, 1.6%, 3%, -3%, 16%, 6%
- O=C(Nc1ccc(F)cc1)OCCOc1ccc([N+](=O)[O-])cc1
    -3%, 3.4%, 18%, 0.0%, 1.0%, -1%, 5%, u, 3%
- N#Cc1c(NC(=O)c2ccncc2)sc2c1CCC2
    1%, -1.3%, 0%, -0.2%, 10%, -11%, -8%, -2%, 16%
- CCN(C(=O)Cn1cc(C(C)=O)c2ccccc21)c1ccccc1
    -11%, x, 13%, 0.3%, 1.0%, 6%, -4%, -5%, 12%
- COc1cccc(/C=N/c2oc(-c3ccccc3)cc2C#N)c1O
    -11%, -1.4%, -23%, -0.3%, 2.7%, -4%, 5%, 12%, 19%
- COc1ccc(C)cc1S(=O)(=O)N1CCCC(N2CCOCC2)C1 (configuration not stated)
    -23%, 1.6%, -50%, -0.3%, 0.3%, 3%, 3%, 7%, 0%
- CCOc1ccccc1N1C(=O)CC(Nc2ccc(N3CCOCC3)cc2)C1=O (configuration not stated)
    3%, -3.5%, -72%, -0.3%, 1.5%, -1%, 4%, -3%, -24%
- S=C(NCCc1c[nH]c2ccccc12)NC1CC1
    -22%, -7.6%, -20%[20 µM], -0.1%, -1.5%, 0%, 3%, -10%, -9%
- O=C(CCn1c(=O)oc2ccccc21)Nc1cccc([N+](=O)[O-])c1
    -18%, -4.5%, 20%, 0.0%, -0.4%, -1%, -6%, 13%, 2%
- CCOC(=O)c1[nH]c(C)c(C(=O)NC(C)CC)c1C (configuration not stated)
    -7%, -0.2%, -10%, -0.1%, -0.6%, 8%, -4%, -10%, 16%
- N/C(=N\c1nc2c(c(=O)[nH]1)CCC2)Nc1ccccc1
    -2%, 7.7%, -23%, -0.3%, 2.9%, 3%, 13%, 3%, 0%
- O=C(Nc1cccc(Cl)c1Cl)c1cc(S(=O)(=O)NCCc2ccccc2)ccc1F
    -30%, 2.1%, 15%, 0.2%, -0.5%, 0%, -3%, -7%, -2%
- CCC(CC)c1nn2c(N)c(/C=C3\C=Nc4ccccc43)c(=O)nc2s1
    -13%, -0.4%, 21%, -0.1%, 2.9%, 2%, 7%, 1%, 5%
- Cc1ccc(-c2nnn(CC(=O)N3c4ccccc4CCc4ccccc43)n2)cc1
    -41%, -4.3%, -3%, -0.3%, 0.7%, 3%, 7%, 1%, -5%
- Cc1nn(C)cc1NC(=O)c1nn(C)cc1[N+](=O)[O-]
    -32%, 0.3%, -18%, -0.3%, 0.4%, -1%, 8%, 16%, 4%
- COc1cccc(NC(=O)CNC(=O)N2CC(=O)Nc3ccccc32)c1
    1%, -2.2%, -26%, 0.6%, 1.3%, -1%, -10%, 3%, 7%
- COc1ccc(/C=C/c2nc(-c3ccccc3O)n(-c3ccccc3)n2)cc1
    10%, -1.4%, -49%, -0.3%, -1.0%, -2%, 6%, 39%, 9%
- CC(C)c1ccc(N(C(=O)c2cc3ccccc3oc2=O)C2C=CS(=O)(=O)C2)cc1 (configuration not stated)
    -18%, -0.1%, 11%, 0.1%, -1.0%, 13%, -18%, 3%, -7%
- Cc1ccc(N(CN2C(=O)C3C4CCC(C4)C3C2=O)C(=O)c2ccco2)cc1 (configuration not stated)
    -10%, 3.4%, 19%, -0.1%, -1.0%, 15%, 14%, -10%, -3%
- O=S(=O)(Nc1cc(Cl)cc(Cl)c1)N1CCOCC1
    0%, -0.1%, 4%, 0.3%, 0.2%, -3%, -8%, -2%, -3%
- CCn1c(NC(=O)/C=C/c2ccc(F)cc2)nc2ccccc21
    x, -2.2%, -24%, x, -2.1%, -2%, -13%, 13%, 15%
- O=C(NNC(=O)c1cc(C(F)(F)F)cc(C(F)(F)F)c1)c1ccc(Cl)cc1
    -1%, 3.8%, 9%, 1.0%, 1.3%, 15%, -5%, -6%, 0%
- COc1ccc(-c2nnn(Cc3ccccc3)n2)cc1
    -9%, 6.8%, -8%, 0.3%, -0.8%, 1%, -4%, 8%, 5%
- O=C(CN1CCN(Cc2ccc(F)cc2Cl)C1=O)NCc1cccs1
    33%, 4.7%, -10%, -0.3%, -0.6%, -5%, 18%, 0%, 0%

High-throughput results from PubChem.

This is a subset; rates above refer to the full screens.
